Compound activity (PubChem)
PGK inhibitor: T. brucei PGK inhibition. Potency, µM (highest dose often 57.5 µM), for inactives: at the top dose activity change, negative = inhibition, hits mostly inhibitors. P07378. PGK/GAPDH coupled, Kinase-Glo luminescence, 60 min. AID 602233. hit rate 0.043% among 380,000; further: potency means the concentration at half of the fitted maximal effect; on the % scale 0 is the no-effect control and ±100 the full control effect; nearly all actives have a fitted effect of over 60% in size
Target sequence (P07378 whole entry, looked up): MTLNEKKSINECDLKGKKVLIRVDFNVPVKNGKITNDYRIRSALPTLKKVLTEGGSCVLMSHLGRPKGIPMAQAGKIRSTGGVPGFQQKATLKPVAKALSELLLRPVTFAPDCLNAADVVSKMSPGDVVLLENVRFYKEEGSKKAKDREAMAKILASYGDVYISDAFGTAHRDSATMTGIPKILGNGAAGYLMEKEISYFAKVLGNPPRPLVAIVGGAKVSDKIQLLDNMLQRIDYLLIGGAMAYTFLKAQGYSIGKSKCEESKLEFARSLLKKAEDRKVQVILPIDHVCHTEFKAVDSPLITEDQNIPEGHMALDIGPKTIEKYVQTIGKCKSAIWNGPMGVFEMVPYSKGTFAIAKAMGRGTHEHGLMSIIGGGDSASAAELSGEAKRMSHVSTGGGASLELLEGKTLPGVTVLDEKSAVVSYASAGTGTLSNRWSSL
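Recombinant glycosomal PGK reaction used 1,3-bisphosphoglycerate generated in-well by GAPDH (100nM final) in 100mM TEA pH 7.6, 5mM MgCl2, 0.01% Tween-20. After 60 minutes at room temperature, ATP was read by Kinase-Glo Plus luminescence end-point.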
GLS inh: glutaminase GLS (human) inhibition | O94925 | GLS enzymatic activity, qHTS titration | Potency, µM (series often up to 45.5 µM), without a hit: top-dose activity change, negative = inhibition, most hits filed as inhibitors | hit rate 0.21% among 410,000 | AID 624170; further: potency means the concentration at half of the fitted maximal effect; on the % scale 0 is the no-effect control and ±100 the full control effect
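hKGA; 45 mM KH2PO4 pH 8.2 + 0.02% Tween-20; cpd via pin tool; 1 mM Gln soln; GluOx/HRP/Amplex Red; RT 30 min; fluor. t0 & final.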
IDH1 R132H inh: inhibitors of human mutant IDH1 R132H. O75874. IDH1-R132H enzyme, NADPH consumption, diaphorase/resazurin fluorescence. Potency, µM (doses to about 76.6 µM), without a hit: at the top dose activity change, negative = inhibition, actives largely listed as inhibitors. hit rate 0.093% among 390,000. AID 602179; further: potency means the concentration at half of the fitted maximal effect; on the % scale 0 is the no-effect control and ±100 the full control effect; nearly all actives have a fitted effect of over 65% in size
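IDH1-R132H (0.5 ug/mL) preincubated 30 min with compound, then NADPH (0.016 mM) and alpha-KG (2 mM) added; 80 min at RT, pH 7.5. Remaining NADPH coupled via diaphorase/resazurin to fluorescence (540/590 nm); concentration-response curves normalized to no-enzyme control.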
PI4K2A inh: blocks human PI4K2A kinase activity; activity change, negative = inhibition, % at 76.9 µM; Q9BTU6; AID 1346378; purified PI4K2A, ADP-Glo luminescence, 1 h; hits give low values; hit rate 0.13% among 420,000; in the data active means activity change below about -50%; inconclusive means mostly about -30% to -49%;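 further: -100% = wells without enzyme as full effect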
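In this quantitative HTS, ADP production by PI4K2A was quantified luminescently after 1 h at ambient temperature; 100 microM adenosine served as plate-quality control.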
TrxR1 inh: inhibitors of rat thioredoxin reductase 1; O89049; recombinant rTrxR1, NADPH fluorescence consumption, selenite substrate; Potency, µM (doses to about 114 µM), inactives show at the highest dose activity change, negative = inhibition, actives largely listed as inhibitors; hit rate 1% among 390,000; AID 588453; further: potency means the concentration at half of the fitted maximal effect; on the % scale 0 is the no-effect control and ±100 the full control effect; nearly all actives have a fitted effect of over 65% in size
Target sequence (O89049 whole entry, looked up): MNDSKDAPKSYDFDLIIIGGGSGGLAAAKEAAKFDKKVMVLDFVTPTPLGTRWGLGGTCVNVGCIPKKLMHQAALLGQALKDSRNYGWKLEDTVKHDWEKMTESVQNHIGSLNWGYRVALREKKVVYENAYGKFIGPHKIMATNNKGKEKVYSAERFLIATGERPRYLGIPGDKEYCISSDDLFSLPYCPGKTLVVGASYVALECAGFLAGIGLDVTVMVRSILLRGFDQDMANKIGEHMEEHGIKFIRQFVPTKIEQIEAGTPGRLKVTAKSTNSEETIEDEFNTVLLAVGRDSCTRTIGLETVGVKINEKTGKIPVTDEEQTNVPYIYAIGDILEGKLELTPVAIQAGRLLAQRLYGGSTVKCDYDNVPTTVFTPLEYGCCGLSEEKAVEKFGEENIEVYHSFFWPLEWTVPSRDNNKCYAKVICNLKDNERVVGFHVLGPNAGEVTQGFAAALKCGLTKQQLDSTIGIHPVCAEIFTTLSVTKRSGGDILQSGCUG
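Rat TrxR1 (90 nM in the dispensed reagent) was pre-reduced with 400 uM NADPH for 5 min at room temperature, then incubated with compound for 15 min. After 400 uM selenite was added, NADPH fluorescence (Ex 340/Em 450 nm) was followed for 8 min.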
Pin1 inhibitor: inhibitors of human Pin1. Pin1 FP peptide displacement, HiFluor488, 10 min. Q13526. hit rate 0.009% among 390,000. Potency, µM (doses to about 115 µM), for the others: at the highest dose activity, negative = inhibition, actives largely listed as inhibitors; active means well fitted inhibition curve with a large enough effect in the polarisation, with a control signal flat, not every such curve was filed as active; inconclusive means small, poorly fitted or top-dose-only effect, or effect the other way, or a change in a side signal; inactive means no such curve, though single readings can be large or run the other way; the % refers to the polarisation; further: potency means the concentration at half of the fitted maximal effect; on the % scale 0 is the no-effect control and ±100 the full control effect
TrxR1 substrate: rat thioredoxin reductase 1 substrate activity | purified TrxR1 substrate turnover, NADPH consumption readout | Potency, µM (titrated, usually from 114 µM), for inactives: at the highest dose activity change, negative = substrate turnover | hit rate 0.01% among 390,000 | O89049; further: potency means the concentration at half of the fitted maximal effect; on the % scale 0 is the no-effect control and ±100 the full control effect; nearly all actives have a fitted effect of over 50% in size
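Rat TrxR1, dispensed at 90 nM, was prereduced with 400 uM NADPH (final) for 5 min at ~22 deg C, then incubated with compound 15 min before 400 uM selenite. A first-read NADPH fluorescence drop versus no-compound background flagged substrates.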
USP1 inh: inhibitors of human USP1/UAF1 deubiquitinase. Potency, µM (series often up to 57.1 µM), inactives show top-dose activity change, negative = inhibition, hits mostly inhibitors. O94782. hit rate 0.23% among 390,000. AID 743255. recombinant USP1/UAF1, Ub-Rhodamine cleavage fluorescence; further: potency means the concentration at half of the fitted maximal effect; on the % scale 0 is the no-effect control and ±100 the full control effect; nearly all actives have a fitted effect of over 60% in size; inactives centre near -12
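USP1/UAF1 complex at 1 nM was preincubated with compound for 15 min at room temperature, then Ub-Rho substrate (150nM final) was added. Fluorescence (480/540 nm) was read kinetically, 6 reads every 60 seconds.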
HP1b chromo inh: inhibitors of HP1-beta chromodomain binding to methylated histone tails. AID 540317. Potency, µM (highest dose often 114 µM), for the others: at the top dose activity change, negative = inhibition, usual class: inhibitors. hit rate 0.56% among 390,000. AlphaScreen HP1-beta / biotin-H3K9me3 peptide binding; further: potency means the concentration at half of the fitted maximal effect; nearly all actives have a fitted effect of over 70% in size; inactives centre near 23
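HP1-beta protein (50 nM final) preincubated 30 min at room temperature with biotinylated H3(1-18)K9me3 peptide (50 nM) in PBS pH 7.4, 0.01% Tween-20, then compound added for 30 min. AlphaScreen streptavidin donor/nickel chelate acceptor beads (10 ug/mL final), 30 min dark, luminescence read.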
* = called active by the depositor; ? = inconclusive; nt = not tested or not shown; [ ] = dose if it differs, or a comment. Unless noted, the call rests on the fitted dose curve; in most records, active means well fitted curve in the direction sought with a large enough effect; inconclusive means small, poorly fitted or top-dose-only effect, or another doubt; inactive means no such curve, though single readings can be large; an effect the other way counts as inactive or inconclusive. Some of the compounds tested. The share of hits here may be higher or lower than overall.

item | SMILES | PGK inhibitor | GLS inh | IDH1 R132H inh | PI4K2A inh | TrxR1 inh | Pin1 inhibitor | TrxR1 substrate | USP1 inh | HP1b chromo inh
1 | Cc1ccc2nc(-c3cccs3)c(Nc3ccccc3)n2c1 | nt | nt | nt | nt | 21% | -4% | 17% | nt | 27%
2 | O=C(Cn1nc(CNc2ccc(Cl)cc2)[n+]2c1CCCCC2)c1ccccc1 | 4% | -5% | 5% | -9 | 2%[57.1 µM] | -2% | 10%[57.1 µM] | -17% | 26%
3 | Nc1ccc(C(=O)Nc2cccc(N)c2)cc1 | -14% | 11% | -9% | -3 | 2%[2.29 µM] | 0% | 0%[2.29 µM] | -25% | 29%
4 | Cc1nn(-c2ccccc2)c(N)c1C1(O)C(=O)N(C)c2ccccc21 (centres undefined) | -6% | 3% | 1% | -2 | -2% | 6% | -5% | -1% | 13%
5 | CCOc1ccc(C2/C(=C(\O)c3ccc4c(c3)OCCO4)C(=O)C(=O)N2CCCn2ccnc2)cc1OC (centres undefined) | -1% | -1% | 0% | 4 | 17%[57.1 µM] | -5% | 4%[57.1 µM] | -17% | 27%
6 | CCn1cnc2cc(NCc3cccc(OC)c3O)ccc21 | 0% | 0% | -3% | -2 | 14% | -1% | 18% | -10% | 7%
7 | O=C(O)c1cc(S(=O)(=O)NC23CC4CC(CC(C4)C2)C3)ccc1Cl | nt | 0% | 3% | -6 | 22% | -4% | 6% | -21% | 22%
8 | CCOC(=O)CSc1ncnc2c1cnn2-c1ccc(Cl)cc1 | -1% | -4% | 3% | -23 | 28% | -6% | 12% | -7% | 14%
9 | O=C1CC(CCC(=O)NC2CC2)c2ccccc2N1 (centres undefined) | 5% | 2% | 1% | -3 | 7% | -9% | 5% | -1% | 33%
10 | COc1ccc(-c2sc3ccc(N4CCOCC4)cc3c2-c2ccc(OC)c(F)c2)cc1 | -4% | -5% | 9% | 3 | 21% | -2% | 17% | -26% | 16%
11 | COc1ccc(/C=C2\N=C(C)OC2=O)cc1OC(C)=O | -8% | 31%[activator] | -8% | 4 | 45µM* | -11% | -15% | -8% | 10%
12 | COc1ccc(S(=O)(=O)N2CCN(C(=O)c3ccco3)CC2)c(C)c1C | 11% | 0% | -5% | 5 | 6% | -2% | -3% | -25% | 26%
13 | CCc1nn(CC(=O)Nc2cc(C)ccc2C)c(=N)s1 | -5% | 0% | 1% | 2 | 11%[57.1 µM] | -5% | 3%[57.1 µM] | -12% | 37%
14 | O=C(C[C@@H]1C/C=C\C[C@H](NC(=O)OCC2c3ccccc3-c3ccccc32)C(=O)OC[C@@H]2CCCN2C1=O)N[C@@H](CO)Cc1ccccc1 | 2% | 14% | -22% | -2 | -6% | 4% | -2% | -7% | 44%[activator]
15 | C=CC[C@@H](CC(=O)N(CCO)Cc1ccccc1)C(=O)N[C@@H](COC(=O)[C@@H](CC=C)Cc1ccc(F)cc1)Cc1ccccc1 | -10% | -15% | 8% | 1 | 33%[57.1 µM] | 2% | -5% | -30% | 31%
16 | CCOC(=O)C(=Cc1ccccc1OC)C(=O)OCC | 6% | 5% | 0% | 7 | 45µM* | -3% | -14% | -14% | 65%[activator]
17 | Cc1cc(C)nc(NS(=O)(=O)c2ccc(NC(=O)c3ccc(O)cc3O)cc2)n1 | 5% | 3% | 9% | 1 | 3%[57.1 µM] | -3% | 15%[57.1 µM] | -27% | 19%
18 | Cc1ccc2[nH]c(=O)c(CN(Cc3ccc4c(c3)OCO4)Cc3nnnn3Cc3ccco3)cc2c1 | -1% | 1% | 2% | -3 | 6%[57.1 µM] | ? | -4%[57.1 µM] | -27% | 1%
19 | CN(C)c1ccc(CNc2ncc(Br)cc2Br)cc1 | -3% | 1% | 0% | 13 | 5%[0.457 µM] | 3% | 10%[57.1 µM] | -5% | -66%
20 | Cc1cccc(-n2c(=O)c3c(c4cc(C)ccc4n3C)n(CC(=O)Nc3ccccc3C(F)(F)F)c2=O)c1 | 1% | -1% | 0% | 2 | 19% | 1% | 19%[2.29 µM] | 4% | 37%
21 | CC1=Nc2ccc3ccccc3c2C1(C)C | 1% | -1% | 10% | 1 | 4% | 26% | 6% | -11% | 56%[activator]
22 | O=C(COC(=O)c1c[nH]c2ccccc12)NC1CCCC1 | -2% | 2% | -7% | 1 | 31% | 0% | 0% | -13% | 26%
23 | CC(/C=N/NC(=O)c1cc(C2CC2)[nH]n1)=C\c1ccccc1 | -7% | -2% | -12% | 8 | 27% | -1% | 2% | -25% | 27%
24 | CN(C)C(=S)Nc1ccc2c(c1)OCCO2 | 4% | -2% | -4% | -1 | 5%[57.1 µM] | -1% | 1%[57.1 µM] | -5% | 25%
25 | COc1ccc(-c2nnc(SCC(=O)Nc3nncs3)o2)cc1 | 5% | 13% | 1% | 2 | 9%[57.1 µM] | 2% | 5%[57.1 µM] | 2% | 25%
26 | COc1ccc(N2CC(C(=O)Nc3nnc(SCc4ccccn4)s3)CC2=O)cc1 (centres undefined) | 9% | 8% | 0% | -4 | -25% | 7% | -5% | -10% | 22%
27 | COc1ccc(C(C#N)c2cnccn2)cc1OC (centres undefined) | 2% | 2% | -4% | 3 | -1% | -12% | -10% | 19% | 55%[activator]
28 | CC(=O)N1CCN(c2ccc(N)cc2)CC1 | -8% | -30% | nt | -17 | 0% | 0% | 1% | nt | 18%
29 | CC(C)(C)OC(=O)N/N=C\C=C\c1ccc2c(c1)OCO2 | 1% | 8% | -3% | -3 | 3% | -2% | -2% | -22% | 49%
30 | O=C(CCl)N1CCN2C(=O)c3ccccc3C12c1ccc(Cl)cc1 (centres undefined) | -1% | -14% | -26% | 0 | 5µM* | 2% | 11%[57.1 µM] | -25% | 30%
31 | COc1ccc(CNC(=O)c2c(C)oc3c2C(=O)c2ccccc2C3=O)cc1 | -1% | 2% | 4% | -10 | 16% | 4% | -4% | ? | 8%
32 | CCC(=O)NC(c1ccc([N+](=O)[O-])cc1)c1c(O)ccc2ccccc12 (centres undefined) | -12% | 0% | 0% | -4 | 22% | 3% | 8% | -16% | 9%
33 | O=C(COc1coc(CN2CCCc3ccccc32)cc1=O)Nc1cccc([N+](=O)[O-])c1 | 10% | 3% | 2% | -4 | 14% | 7% | 6% | -6% | 25%
34 | NS(=O)(=O)c1ccc(CCNC(=O)c2cnc(Cl)c(Cl)c2)cc1 | -4% | 1% | 0% | -3 | 22% | -7% | 7% | 2% | -9%
35 | O=C(NCCNC(=O)c1cnccn1)c1cccc(Cl)c1 | -10% | -13% | -8% | 3 | 2% | -2% | -3% | -19% | 25%
36 | Cc1nc2ccc(S(=O)(=O)CCC(=O)Nc3ccccc3C)cc2s1 | -6% | -10% | -9% | -3 | -2% | -3% | 1% | 8% | 36%
37 | Cc1ccc(CNC(=O)C2CCN(c3nc(C)cc(C)n3)CC2)cc1 | -2% | -2% | 9% | -1 | 18% | -3% | 10% | -17% | 31%
38 | CCc1cc(=O)oc2cc(C)c3c(C)coc3c12 | 2% | 4% | 7% | 0 | 44% | 2% | 36% | -19% | 35%
39 | CCCSc1nc(O)c(C2OC(=O)c3c2ccc(OC)c3OC)c(=O)n1-c1ccccc1 (centres undefined) | -6% | 12% | 3% | -7 | -3% | -1% | -1% | -6% | 39%
40 | CCn1c(Sc2nc(C)nc3scc(-c4cccs4)c23)n[nH]c1=O | 1% | 1% | 0% | 0 | 14% | 0% | 6% | -21% | 62%[activator]
41 | COc1ccc(C(=O)NCCc2c[nH]c3ccccc23)cc1S(=O)(=O)N1CCCCC1C (centres undefined) | -1% | 19% | 2% | -1 | -4% | 3% | -11% | -10% | -11%

A second format for 5 compounds above:
Screens in order – PGK inhibitor	GLS inh	IDH1 R132H inh	PI4K2A inh	TrxR1 inh	Pin1 inhibitor	TrxR1 substrate	USP1 inh	HP1b chromo inh
24	CN(C)C(=S)Nc1ccc2c(c1)OCCO2
    4%	-2%	-4%	-1	5%[57.1 µM]	-1%	1%[57.1 µM]	-5%	25%
17	Cc1cc(C)nc(NS(=O)(=O)c2ccc(NC(=O)c3ccc(O)cc3O)cc2)n1
    5%	3%	9%	1	3%[57.1 µM]	-3%	15%[57.1 µM]	-27%	19%
40	CCn1c(Sc2nc(C)nc3scc(-c4cccs4)c23)n[nH]c1=O
    1%	1%	0%	0	14%	0%	6%	-21%	62%[activator]
15	C=CC[C@@H](CC(=O)N(CCO)Cc1ccccc1)C(=O)N[C@@H](COC(=O)[C@@H](CC=C)Cc1ccc(F)cc1)Cc1ccccc1
    -10%	-15%	8%	1	33%[57.1 µM]	2%	-5%	-30%	31%
9	O=C1CC(CCC(=O)NC2CC2)c2ccccc2N1 (centres undefined)
    5%	2%	1%	-3	7%	-9%	5%	-1%	33%
